# POLK inh: qHTS for Inhibitors of Polymerase Kappa. DNA polymerase kappa (Homo sapiens), Q9UBT6. purified Pol kappa, fluorescent DNA synthesis assay, 10 min. Potency, µM (doses to about 107 µM), without a hit: at the highest dose activity, negative = inhibition, usual class: inhibitors. actives 0.53% (n = 400,000). AID 588579, 2011; also: potency is read from the fitted curve at half-maximal effect; % is scaled to controls: 0 for no effect and ±100 for the full control effect
#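 10 nM Pol kappa was preincubated with compounds for 15 min at room temperature. Reaction started with 50 nM (final) substrate. Fluorescence read kinetically at 0 and 10 min.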
# RXFP1 antagonist: qHTS Assay for Antagonists of the Relaxin Receptor RXFP1. actives 0.59% (n = 350,000). activity change, negative = inhibition, % at 57.5 µM. Relaxin receptor 1 (Homo sapiens), Q9HBX9. HEK293-RXFP1, relaxin-stimulated cAMP HTRF, 30 min; hits give low values;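 active = activity change of -60% or lower, but not beyond a set lower limit; inconclusive = change between -60% and -40%, or beyond the set limit; inactive = change above -40%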; also: % is scaled to controls: 0 for no effect and ±100 for the full control effect
# BLM inh: qHTS Assay for Inhibitors of Bloom's syndrome helicase (BLM); RecQ-like DNA helicase BLM (Homo sapiens), P54132; recombinant BLM DNA unwinding, fluorescence dequenching; Potency, µM (series often up to 56.1 µM), inactives show at the highest dose activity change, negative = inhibition, actives largely listed as inhibitors; actives 0.2% (n = 350,000); AID 2528, 2010;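 also: potency is read from the fitted curve at half-maximal effect; plate controls were vehicle for no effect and no enzyme for full effect; nearly all actives have a fitted effect of over 35% in size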
# Pol beta inh: qHTS Assay for Inhibitors of DNA Polymerase Beta. Pol beta primer extension/strand displacement, fluorescence kinetic. Potency, µM (doses to about 114 µM), for the others: at the highest dose activity change, negative = inhibition, hits mostly inhibitors. actives 1.3% (n = 340,000). AID 485314, 2010; also: potency is read from the fitted curve at half-maximal effect; % is scaled to controls: 0 for no effect and ±100 for the full control effect
#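 Homogeneous kinetic assay of primer extension and strand displacement by 10 nM Pol beta, preincubated 15 min at room temperature with compound before 50 nM substrate (final) was added. Read at 0 and 10 min; four-parameter Hill fit.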
# Pol iota inh: qHTS for Inhibitors of Polymerase Iota | DNA polymerase iota (Homo sapiens), Q9UNA4 | Pol iota fluorescent replication assay, 10 min | Potency, µM (highest dose often 115 µM), for the others: at the highest dose activity, negative = inhibition, usual class: inhibitors | actives 1% (n = 390,000); also: potency is read from the fitted curve at half-maximal effect
#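 Pol iota at 10 nM preincubated 15 min with compounds at room temperature; reaction started with fluorescent substrate, 50 nM final. Fluorescence read kinetically at 0 and 10 min; buffer-only wells as negative control.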
# Apoferritin bind: qHTS Assay for Identification of Novel General Anesthetics; Ferritin light chain (Equus caballus), P02791; apoferritin/1-aminoanthracene competitive binding, fluorescence; Potency, µM (titrated, usually from 77.5 µM), for inactives: at the highest dose activity change, negative = displacement, usual class: inhibitors; actives 0.074% (n = 350,000); AID 485281, 2010; also: potency is read from the fitted curve at half-maximal effect; % is scaled to controls: 0 for no effect and ±100 for the full control effect; nearly all actives have a fitted effect of over 20% in size
# Target sequence (P02791 2-175 limits assumed): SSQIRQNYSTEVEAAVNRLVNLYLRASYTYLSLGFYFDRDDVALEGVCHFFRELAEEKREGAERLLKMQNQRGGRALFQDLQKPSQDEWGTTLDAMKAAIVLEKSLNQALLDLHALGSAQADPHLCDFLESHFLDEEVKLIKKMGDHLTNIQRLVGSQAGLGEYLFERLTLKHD
#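 Read-out: endpoint 1-AMA fluorescence, excitation 380 nm and emission 535 nm, after compounds sit 10 min at room temperature with 10 uM horse-spleen apoferritin in 50% saturated 1-AMA/PBS. Values come from four-parameter Hill fits.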
# Pol eta inh: qHTS for Inhibitors of Polymerase Eta | AID 588591, 2011 | actives 1.2% (n = 390,000) | Potency, µM (highest dose often 114 µM), inactives show at the top dose activity change, negative = inhibition, actives largely listed as inhibitors | DNA polymerase eta (Homo sapiens), Q9Y253 | recombinant Pol eta, fluorescent DNA replication assay; also: potency is read from the fitted curve at half-maximal effect; % is scaled to controls: 0 for no effect and ±100 for the full control effect
# Target sequence (Q9Y253 whole entry, looked up): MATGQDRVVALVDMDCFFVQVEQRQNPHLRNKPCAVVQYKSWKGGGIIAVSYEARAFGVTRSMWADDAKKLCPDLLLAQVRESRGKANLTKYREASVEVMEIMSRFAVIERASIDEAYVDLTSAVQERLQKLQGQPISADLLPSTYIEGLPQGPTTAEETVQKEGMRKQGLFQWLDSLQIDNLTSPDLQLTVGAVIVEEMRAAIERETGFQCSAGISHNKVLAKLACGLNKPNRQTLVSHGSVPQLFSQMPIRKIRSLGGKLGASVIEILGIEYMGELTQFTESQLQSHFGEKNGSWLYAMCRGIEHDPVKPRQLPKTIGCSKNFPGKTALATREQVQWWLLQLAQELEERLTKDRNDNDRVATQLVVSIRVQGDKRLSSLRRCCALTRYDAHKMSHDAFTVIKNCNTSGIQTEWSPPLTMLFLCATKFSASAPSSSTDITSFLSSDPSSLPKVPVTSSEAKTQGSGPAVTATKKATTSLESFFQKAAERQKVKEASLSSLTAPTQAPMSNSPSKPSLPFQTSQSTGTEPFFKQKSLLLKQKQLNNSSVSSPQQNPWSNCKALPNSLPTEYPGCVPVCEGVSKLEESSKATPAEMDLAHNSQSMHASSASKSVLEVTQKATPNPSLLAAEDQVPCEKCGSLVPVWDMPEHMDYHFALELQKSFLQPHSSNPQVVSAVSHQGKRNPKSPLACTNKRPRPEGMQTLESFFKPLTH
#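 Pol eta (10 nM) was preincubated with compounds for 15 min at room temperature, after which fluorescent replication substrate (50 nM final) was added to start the reaction. Fluorescence was read kinetically at 0 and 10 min.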
# APEX1 inh: qHTS Assay for Inhibitors of the Human Apurinic/apyrimidinic Endonuclease 1 (APE1). Potency, µM (doses to about 65.8 µM), for the others: at the highest dose activity change, negative = inhibition, hits mostly inhibitors. recombinant APE1, TAMRA/BHQ-2 abasic DNA cleavage fluorescence. DNA repair nuclease/redox regulator APEX1 (Homo sapiens), P27695. actives 0.35% (n = 350,000);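 also: potency is read from the fitted curve at half-maximal effect; plate controls were vehicle for no effect and reference inhibitor for full effect; nearly all actives have a fitted effect of over 55% in size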
#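 APE1 at 0.75 nM final was preincubated with compound 15 min at room temperature, then 50 nM double-stranded THF abasic-site substrate (5'-TAMRA/3'-BHQ-2) was added. Fluorescence (ex 525/em 598 nm) was read kinetically; third-minus-first read gave activity.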
# PGK inhibitor: qHTS Assay to Find Inhibitors of Phosphoglycerate Kinase. Potency, µM (series often up to 57.5 µM), for the others: at the highest dose activity change, negative = inhibition, usual class: inhibitors. Phosphoglycerate kinase, glycosomal (Trypanosoma brucei brucei), P07378. actives 0.043% (n = 380,000). PGK/GAPDH coupled, Kinase-Glo luminescence, 60 min. AID 602233, 2012; also: potency is read from the fitted curve at half-maximal effect; % is scaled to controls: 0 for no effect and ±100 for the full control effect; nearly all actives have a fitted effect of over 60% in size
#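 Luminescent ATP detection (Kinase-Glo Plus) follows a 60-minute room-temperature incubation, with wells lacking PGK as controls. Buffer: 100 mM TEA (pH 7.6), 5 mM MgCl2, 0.01% Tween-20. Coupling enzyme GAPDH (100 nM final) supplies unstable 1,3-BPG in-well.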
# * = called active by the depositor; i = inactive; u = inconclusive; x = no result given; & = joins results of further samples; [ ] = remark or other dose. Unless noted, calls follow the shape of the dose curve; as a rule, active = well fitted curve in the direction sought with a large enough effect; inconclusive = small, poorly fitted or top-dose-only effect, or another doubt; inactive = no such curve, though single readings can be large; an effect the other way counts as inactive or inconclusive. Not all compounds are listed, so the mix of outcomes need not match the whole.
POLK inh	RXFP1 antagonist	BLM inh	Pol beta inh	Pol iota inh	Apoferritin bind	Pol eta inh	APEX1 inh	PGK inhibitor	smiles
-6%	-4	-13%	-11%	16%	1%	-18%	21%	-8%	O=C(Nc1ccc(N2CCCC2)cc1)c1cc(Cl)ccc1Cl
-7%	-74*	-9%	u	-22%	u	-18%	9%	-9%	Cc1ccc(C(C(=O)NCC2CCCO2)N(C(=O)c2snc(C(N)=O)c2N)c2ccc(C(C)C)cc2)o1 (stereo not given)
-2%	-5	-9%	1%	-18%	6%	-2%	1%	-5%	CCCOc1ccc(Cc2c(Cl)nc(SC)nc2NC)cc1
-10%	-21	-6%	-1%	-6%	-16%	-14%	-4%	0%	Cc1nc(-c2cccc(S(=O)(=O)N3CCCCCC3)c2)cs1
-13%	-9	x	x	-10%	x	-13%	x	2%	Cc1ccc(NC2(C#N)CCCC2)cc1
-9%	4	-13%	5%	131%[activator]	13%	-11%	1%	-2%	Cn1ncc(Br)c1NC(=O)c1ccco1
-6%	6	-4%	2%	31%[activator]	-12%	-7%	3%	i	Cc1cc(Cc2cc(C)c(N)cc2C)c(C)cc1N
-11%	-1	x	x	-1%	x	-19%	x	i	CC1CCC/C(=C\c2ccc(O)cc2)C1=O (stereo not given)
-3%	-9	-1%	-1%	u	-9%	-11%	-3%	i	CC(=O)OCC1OC(n2ccc3ccccc32)C(OC(C)=O)C(OC(C)=O)C1OC(C)=O (stereo not given)
7%	-8	-16%	u	30%[activator]	u	-14%	8%	-9%	c1ccc(Nc2ccc3c4c(cccc24)CC3)cc1
-5%	-1	x	x	u	x	-3%	x	-3%	Cn1c(=O)c2[nH]c(NN=Cc3cccc(Br)c3)nc2n(C)c1=O
10%	x	x	x	7%	x	-3%	x	-2%	CCN1C[C@@H]2[C@@H]3C(=O)N(C)C(=O)[C@@H]3[C@](Cc3ccccc3)(C1=O)N2C(=O)c1ccc(C)cc1
-4%	-7	-2%	30%	33%[activator]	4%	-7%	10%	-1%	CC(=O)c1ccc(OC(C)c2nc3ccccc3s2)cc1 (stereo not given)
-16%	-5	-5%	21%	3%	3%	-8%	22%	-6%	Cc1cc(C)n(C(=O)CCC2COc3ccccc3O2)n1 (stereo not given)
-11%	-25	-13%	u	31%	-23%	-26%	15%	14%	O=C(N/N=C/c1cccc(Oc2ccccc2)c1)c1ccc(O)cc1O
4%	-7	-2%	8%	144%[activator]	-10%	-7%	-3%	-5%	CCCCN(C)CCCNC(=O)CN1N=C(c2ccc(Cl)cc2)CCC1=O
-3%	-13	1%	1%[57.1 µM]	15%	4%	-8%	1%	-5%	CCC(=O)NC(=S)Nc1ccc(-c2nc3ccc(C)cc3s2)cc1
-4%	-9	-3%	u	4%	-2%	-13%	15%	-2%	Brc1ccc(-c2noc(-c3ccccn3)n2)o1
-3%	-2	x	x	6%	x	-11%	x	-7%	Cc1ccc2ccc3cccnc3c2n1
-14%	5	-14%	-12%	27%	u	x	x	x	CCOc1ccccc1C(=O)Nc1cc(-c2nc3cccnc3s2)ccc1C
8%	0	-11%	-18%	u	-24%	-6%	3%	-6%	CCC(=O)NC(Nc1nc2ccc(C)cc2s1)(C(=O)OC)C(F)(F)F (stereo not given)
1%	4	-4%	8%	47%[activator]	-11%	-26%	16%	1%	NNC(=S)Nc1ccc(C(F)(F)F)cc1Cl
-9%	-6	-2%	86%	-12%	-10%	-3%	1%	0%	O=c1cc(N2CCc3ccccc3C2)[nH]c(=O)n1C1CCCCC1
1%	-24	1%	64%	35%[activator]	-13%	-8%	1%	0%	O=C(NC1CCCCC1)C1CCN(S(=O)(=O)N2CCCCCC2)CC1
-24%	-15	3%	30%	30%	-10%	-8%	-3%	-8%	O=C(CSc1ccc(-c2ccc(F)cc2)nn1)N1CCN(c2ccccc2)CC1
-10%	-13	-6%	0%	-18%[58.9 µM]	-9%	-6%	-3%	0%	Cc1ccc(S(=O)(=O)N2CCCC2C(=O)Nc2nc3ccccc3s2)cc1 (stereo not given)
4%	-3	1%	36%	20%	0%	-21%	-5%	-3%	CCN(CC)C(=O)c1sc(NC(=O)c2ccncc2)c(C(=O)OC)c1C
9%	-6	-3%	-13%	-1%	-10%	-10%	-5%	-3%	COC(=O)c1ccc(OCC(=O)c2ccc(O)cc2O)cc1
-3%	8	4%	1%	0%	-4%	11%	4%	-1%	CCOC(=O)N1CCN(C(=O)c2ccc3c(SCC(=O)O)c4c(nc3c2)CCC4)CC1
3%	-2	-5%	11%	-2%	-6%	0%	15%	-3%	C[C@H](NC(=O)[C@@H]1Cc2ccccc2CN1C(=O)OC(C)(C)C)C(=O)NC1CCCCC1
7%	2	-3%	-4%	-24%	u	-10%	-2%	-2%	Cc1cc(C(=O)Nc2cnn(Cc3ccc(Cl)cc3Cl)c2)no1
-7%	-3	-4%	-3%	0%	-16%	-17%	-7%	-5%	COc1ccc(C2CC(c3ccccc3)=NN2C(=O)COC(=O)c2cccc(S(=O)(=O)N(C)C)c2)cc1 (stereo not given)
-5%	-9	-5%	3%	103%[activator]	-4%	u	-2%	6%	CCOc1cc(N2CCOCC2)c(OCC)cc1NC(=O)c1ccc(OC)cc1
-14%	-1	-3%	22%	92%[activator]	-10%	-19%	3%	-4%	O=C(CC1S/C(=N/N=C/c2cccnc2)NC1=O)Nc1ccccc1 (stereo not given)
-6%	-9	-5%	18%	68%[activator]	-17%	-7%	-7%	1%	CC(=O)N[C@@H](Cc1c[nH]c2ccccc12)C(=O)OCC(=O)Nc1ccc(S(=O)(=O)N(C)C)cc1
-9%	-29	-4%	14%	6%	-10%	-9%	u	-8%	COc1cc(/C=N/NC(=O)C2COc3ccccc3O2)ccc1O (stereo not given)
5%	-1	-2%	1%	-21%	-5%	-6%	0%	i	CC(=O)NCCc1nc2ccccc2n1CCOc1cccc(C)c1
-3%[60.1 µM]	x	-3%	-2%	3%	-4%	-22%	x	-3%	CCc1ccccc1NC(=O)c1ccc(=O)n(Cc2ccc(F)cc2)c1
6%	2	x	x	25%	x	-18%	12%	-6%	CN1C(=O)C(=O)N(CC(=O)Nc2ccccc2OC(F)F)C1=O
-5%	-3	2%	u	12%	-1%	-10%	-4%	-10%	O=C1C2CC=CCC2C(=O)N1c1n[nH]c(CCc2ccccc2)n1 (stereo not given)
-5%	0	-9%	-2%	29%	-14%	-15%	u	-2%	O=S(=O)(c1ccccc1)n1ccc(-c2cnc(-c3ccccc3)s2)n1
-5%	0	1%	7%	5%	-14%	-7%	5%	-11%	COc1cccc(NC(=O)CCP(C)(=O)O)c1
-10%	1	-9%	6%	6%	-7%	-9%	x	7%	COc1cc(OC)c(NC(=O)C(c2ccccc2)N2Cc3ccccc3C2=O)cc1Cl (stereo not given)
-20%	-15	-1%	12%	4%	-16%	-17%	-5%	-7%	CCS(=O)(=O)c1nc(S(=O)(=O)c2ccc(C)cc2)c(N2CC(C)OC(C)C2)s1 (stereo not given)
6%	3	1%	2%	-11%	-5%	-1%	-2%	-7%	O=C(NC1CCCCC1)C(=O)c1c(-c2ccccc2)[nH]c2ccccc12
-5%	6	4%	u	-5%	84%[activator]	-5%	-1%	0%	COc1c2ccccc2nc2ccccc12
-5%[60.1 µM]	-13	2%	-3%	-3%	1%	10%	-4%	i	CC(C)C(NC(=O)c1ccccc1NC(=O)c1ccco1)C(=O)O (stereo not given)
-14%	-3	x	x	14%	x	-7%	-9%	3%	CN(C1CCCCC1)S(=O)(=O)c1ccc2c(c1)CCC(=O)N2

# Just Pol beta inh and BLM inh, for some of the entries so far:
compound	Pol beta inh	BLM inh
CCS(=O)(=O)c1nc(S(=O)(=O)c2ccc(C)cc2)c(N2CC(C)OC(C)C2)s1 (stereo not given)	12%	-1%
O=C(NC1CCCCC1)C(=O)c1c(-c2ccccc2)[nH]c2ccccc12	2%	1%
COc1c2ccccc2nc2ccccc12	u	4%

# Some values from above:
# PGK inhibitor result of Brc1ccc(-c2noc(-c3ccccn3)n2)o1 is entered as -2%
# APEX1 inh result of CCCCN(C)CCCNC(=O)CN1N=C(c2ccc(Cl)cc2)CCC1=O is entered as -3%

# New compounds follow:
POLK inh	RXFP1 antagonist	BLM inh	Pol beta inh	Pol iota inh	Apoferritin bind	Pol eta inh	APEX1 inh	PGK inhibitor	smiles
-6%	1	5%	40%	-2%	-17%	-10%	-14%	0%	CCN(CC)CCCNC(=O)c1cn(CC)c2ccc(S(=O)(=O)N(C)C3CCCCC3)cc2c1=O
-11%	-26	-5%	2%	-9%	5%	-12%	0%	15%	c1ccc(CN2CCN(c3nc(NCc4ccco4)c4ccccc4n3)CC2)cc1
-41%	-2	-14%	14µM*	u	442%[activator]	-19%	x	-13%	Cc1ccc(CNC(=O)c2cc3c(s2)-c2c(C)cccc2OC3)cc1
1%	2	x	x	42%[activator]	x	-11%	7%	-7%	CCOc1cc(N2CCOCC2)c(OCC)cc1NC(=O)c1nn(CC)c(=O)c2ccccc12
-2%&-2%	-6&-4	-1%&-1%	-11%&-10%	37%&22%[activator]	-2%&-2%	-8%&-14%	-1%&0%	-4%	O=C(O)Cc1csc(-c2cccc(Oc3ccccc3)c2)n1
-11%	-8	-10%	35%	153%[activator]	-11%	-21%	-6%	i	CCN(CCO)Cc1csc2ccccc12
